MEKK2 mut-MEK5: signal of MEK5 binding to mutant human MEKK2 PB1 domain; bead flow cytometry, Alexa488-MEK5 binding to MEKK2 mutant; percent response, % at 10 µM; 0.35% of 290,000 active; in the data active = percent response above about 24%, passing the limit was not always enough; note: inactives centre near 1; some results filed as inactive read as strong as hits
MEKK2 WT-MEK5: raises or lowers MEK5 binding to wildtype human MEKK2 PB1 domain. bead flow cytometry, Alexa488-MEK5 binding to MEKK2 WT; actives lie on both sides. binding response (% of control), % at 10 µM. 1.1% of 290,000 active. AID 1531; in the data active = binding response below about 67% or above about 130%
SUMO HTRF inh: SUMOylation inhibition. AID 2006. P63279. HTRF SUMOylation assay, SAE1/SAE2 + UBC9, in vitro. inhibition, % at 35 µM. 0.36% of 290,000 active; in the data active = inhibition above about 50%, passing the limit was not always enough; note: strong numbers were not always called active
Target sequence (P63279 whole entry, looked up): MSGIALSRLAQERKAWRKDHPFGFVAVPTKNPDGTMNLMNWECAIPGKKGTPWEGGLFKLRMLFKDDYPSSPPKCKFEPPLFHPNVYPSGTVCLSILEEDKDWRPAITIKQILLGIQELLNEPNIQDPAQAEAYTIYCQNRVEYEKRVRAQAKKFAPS
HCV NS3 hel inh: inhibitors of Hepatitis C virus NS3 helicase; NS3 helicase DNA unwinding, Cy5 molecular beacon fluorescence; inhibition, % at 10.9 µM; 0.56% of 290,000 active;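 active = inhibition above the mean of all tested compounds plus 3 SD, set per campaign, cut at about 35% in these data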;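 note: 0% = DMSO wells and 100% = thioflavine S control wells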
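System: Hepatitis C virus NS3 helicase domain fragment enzyme | Reagent: Annealed dual-labelled DNA beacon duplex, ATP-started | Compound dosing: 10.9 µM single point, 0.8% DMSO | Incubation: 1 h reaction at 25 °C, ATP-initiated | Technique: Cy5 fluorescence | Evaluation: Percent inhibition from t60/t0 fluorescence ratio | Benchmarks: Low DMSO, high thioflavine S at 110 µM | Replication: Singlicate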
MEKK3 PB1 HTS: modulators (inhibitors or enhancers) of MEK5 binding to human MEKK3 PB1 domain | Q99759 | bead-based flow cytometry, Alexa488-MEK5 binding to MEKK3; actives lie on both sides; 0 = blocked by unlabeled MEK5, 100 = vehicle | binding response (% of control), % at 10 µM | 1.4% of 290,000 active | AID 1529;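 active = binding response more than 3 SD above or below the average of its plate-row segment, actives on both sides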;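 note: Alexa488 bead fluorescence after subtracting the streptavidin-only scavenger bead signal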
CRFR2-BP ag: CRF-BP/CRF-R2 complex agonism; 0.46% of 350,000 active; AID 588473; activation, % at 13.2 µM; HEK293 CRF-R2/CRF-BP, calcium dye fluorescence (FLIPR); percent of saturating CRF peptide response;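 active = activation of at least 50%, plus an integration ratio under a set limit after plate pattern correction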;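 note: plate controls were neutral control wells without compound for no effect and CRF at EC100 for full effect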
DNA FID counter: counter-screen for HCV NS3 helicase inhibitors: DNA intercalator displacement | DNA fluorescent intercalator displacement, fluorescence | inhibition, % at 7.9 µM | 0.17% of 290,000 active | AID 1845; in the data active = inhibition above about 37%;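 note: 0% = vehicle and 100% = reference compound; higher means more ethidium bromide displaced from hairpin DNA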
CRFBP-R2 block: CRF-BP/CRF-R2 complex antagonism; HEK293 CRF-R2/CRF-BP, CRF-induced calcium fluorescence; inhibition, % at 11.8 µM; 0.59% of 350,000 active;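 active = inhibition of the ligand-induced calcium signal above about 50% at the single tested concentration, limit read from the data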
GalR3 antag: blocks the human galanin receptor 3. AID 651719. HEK293 GalR3-CNG cAMP membrane potential fluorescence; galR3 body fused to GalR1 C-terminus. inhibition, % at 3 µM. O60755. 0.44% of 360,000 active;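 active = inhibition above the screen-wide average plus 3 SD, cut at about 13% in these data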;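 note: forskolin and galanin both at EC90 stimulate the cells; cAMP rise reported by CNG channel membrane potential dye signal; 0% = forskolin plus galanin with DMSO and 100% = forskolin alone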
Target sequence (O60755 1-299 limits assumed): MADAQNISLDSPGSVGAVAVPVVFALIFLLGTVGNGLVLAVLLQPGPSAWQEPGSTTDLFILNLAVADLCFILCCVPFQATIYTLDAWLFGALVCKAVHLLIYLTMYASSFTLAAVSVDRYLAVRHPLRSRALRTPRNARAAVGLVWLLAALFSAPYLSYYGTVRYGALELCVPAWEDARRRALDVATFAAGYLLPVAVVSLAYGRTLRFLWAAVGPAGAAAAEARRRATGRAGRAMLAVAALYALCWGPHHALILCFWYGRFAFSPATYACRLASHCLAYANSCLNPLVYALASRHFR
* = called active by the depositor; . = not tested or not shown.

A first look (2 entries):
Below each SMILES: MEKK2 mut-MEK5 | MEKK2 WT-MEK5 | SUMO HTRF inh | HCV NS3 hel inh | MEKK3 PB1 HTS | CRFR2-BP ag | DNA FID counter | CRFBP-R2 block | GalR3 antag
(1) COC(=O)c1[nH]c2ccc(C)cc2c1NC(=O)CN1CCN(c2ccc(F)cc2)CC1
→ 7 | 98 | -13 | 0 | 101 | -1.7 | -5 | 21 | -1
(2) Cc1nc2nc(C)c(NS(=O)(=O)c3ccc(C(C)(C)C)cc3)c(=O)n2[nH]1
→ -3 | 98 | 23 | -13 | 100 | -0.7 | -18 | -2 | -6

All compounds of this part, repeating the preview:
Below each SMILES: MEKK2 mut-MEK5 | MEKK2 WT-MEK5 | SUMO HTRF inh | HCV NS3 hel inh | MEKK3 PB1 HTS | CRFR2-BP ag | DNA FID counter | CRFBP-R2 block | GalR3 antag
(1) COC(=O)c1[nH]c2ccc(C)cc2c1NC(=O)CN1CCN(c2ccc(F)cc2)CC1
→ 7 | 98 | -13 | 0 | 101 | -1.7 | -5 | 21 | -1
(2) Cc1nc2nc(C)c(NS(=O)(=O)c3ccc(C(C)(C)C)cc3)c(=O)n2[nH]1
→ -3 | 98 | 23 | -13 | 100 | -0.7 | -18 | -2 | -6
(3) O=C(Oc1cccnc1)c1ccc(Cl)cc1
→ 3 | 108 | 11 | 5 | 106 | -0.2 | 0 | 15 | -5
(4) Cn1cccc1C(=O)OCC(=O)Nc1ccc2c(c1)OCO2
→ -12 | 76 | -4 | -10 | 80 | -0.7 | 0 | 5 | 9
(5) CCN(CC)CCNC(=O)c1ccc(NC(=O)c2c(F)cccc2Cl)cc1
→ 0 | 95 | 15 | -11 | 93 | 1.2 | 11 | -5 | 1
(6) CN(Cc1ccco1)C(=O)c1cc2c(s1)-c1ccc(Cl)cc1S(=O)(=O)C2
→ -3 | 92 | 53 | 2 | 96 | -0.9 | -16 | -20 | -1
(7) Cn1c(C(=O)NC2CC2)cc2c(=O)n(C)c3ccccc3c21
→ -2 | 98 | 3 | -1 | 96 | -4.4 | -8 | 2 | 0
(8) CCOC(=O)C1=C(O)/C(=C\c2ccc(CNS(=O)(=O)c3ccc(Br)cc3)o2)N=C1C
→ -1 | 99 | 34 | 34 | 103 | 18 | -20 | -8 | -1
(9) Cc1ccc(S(=O)(=O)N(Cc2cc3ccccc3[nH]c2=O)c2cccc(C)c2)cc1
→ 1 | 106 | -3 | 1 | 105 | 1.4 | -3 | -2 | -8
(10) CCC(=O)Nc1cccc(C2=NOC3(C2)C[C@@H](C(N)=O)N(C(=O)c2cc([N+](=O)[O-])cc([N+](=O)[O-])c2C)C3)c1 (stereo partly drawn)
→ 3 | 98 | 8 | . | 97 | 0.1 | . | 1 | -1
(11) CC(NC(=O)c1cc2ccccc2o1)c1cccs1 (stereo not drawn)
→ . | . | 13 | 6 | . | -1.7 | -4 | -11 | -8
(12) CC(O)c1nc2ccccc2n1CCCc1ccccc1 (stereo not drawn)
→ 4 | 105 | 18 | -4 | 103 | 2.1 | -17 | -19 | -2
(13) OCC1CCCCN1C(=S)NCc1ccco1 (stereo not drawn)
→ 9 | 106 | 21 | -11 | 104 | -0.7 | -1 | 2 | -2
(14) Cn1c(CCN2CCCCC2)nc2cc(NC(=O)COc3ccccc3)ccc21
→ 3 | 110 | -2 | 1 | 101 | 0.9 | 9 | -4 | -4
(15) COc1cc(-c2ccc3c(=O)c4ccccc4n(C)c3c2)cc(OC)c1OC
→ 0 | 95 | -3 | -11 | 100 | 0.6 | -27 | 1 | -2
(16) Cc1ccccc1C(=O)NC1CCN(CC(=O)NCc2ccc(F)cc2)CC1
→ 0 | 98 | 14 | 4 | 100 | -0.4 | -2 | -9 | -5
(17) COc1cc(-c2nc3ccc4ccccc4c3c3c2CCC3)cc(OC)c1OC
→ -4 | 87 | 24 | -3 | 87 | 8.1 | -3 | -17 | -3
(18) Cc1cccc(-c2nsc(SCC(=O)Nc3cc(C)on3)n2)c1
→ -3 | 94 | 30 | -1 | 94 | -0.3 | -3 | 6 | -2
(19) COc1ccccc1-c1cc(-c2ccc(C)cc2)nc(SCc2nnc(-c3ccccc3)o2)c1C#N
→ -1 | 99 | -13 | -4 | 102 | -1.8 | -4 | 4 | -7
(20) CC(=O)N(Cc1ccc2c(c1)OCO2)C1CC(=O)N(CCc2ccccc2)C1=O (stereo not drawn)
→ -12 | 93 | 20 | 1 | 89 | -0.8 | -19 | -5 | 3
(21) CCn1nnc(-c2ccccc2NS(=O)(=O)c2ccc(S(=O)(=O)N(C)C3CCCCC3)cc2)n1
→ 1 | 97 | -16 | -1 | 107 | 0.3 | -8 | -21 | 0
(22) O=C(CSc1nnc(-c2ccc(F)cc2)o1)Nc1ccc(S(=O)(=O)N2CCCC2)cc1
→ 2 | 100 | -15 | -6 | 101 | 1.9 | -12 | -59 | 3
(23) Cc1ccc(-n2ncc3c(NCc4ccco4)ncnc32)cc1C
→ -5 | 94 | -12 | -12 | 95 | 3.3 | 5 | -2 | -5
(24) Cc1nc(NC(=S)NC(=O)c2cccs2)ccc1Br
→ -2 | 95 | -9 | 2 | 95 | 0.7 | -3 | -10 | -3
(25) CC1CN(C(=O)CSc2nc(-c3ccccc3)cs2)CC(C)O1 (stereo not drawn)
→ 3 | 97 | 7 | -2 | 96 | -1.4 | -13 | 2 | -1
(26) CN(C)CCN1C(=O)C(O)=C(C(=O)c2ccco2)C1c1ccccc1F (stereo not drawn)
→ 1 | 96 | 13 | 9 | 95 | -1.0 | -4 | -26 | 1
(27) C=CCCCCCCCCc1nc(SCC(C)=O)n[nH]1
→ -5 | 96 | 10 | 4 | 96 | -1.4 | -25 | 21 | -1
(28) CCc1nnc(NC(=O)CN2CCOCC2)s1
→ . | . | -4 | 0 | . | 4.6 | -1 | -22 | -1
(29) Cc1ccc(N(CCCCN2C(=O)c3ccccc3C2=O)C(=O)c2cccc([N+](=O)[O-])c2)cc1
→ -3 | 93 | -1 | -9 | 100 | -0.7 | -22 | 21 | -1
(30) Cc1cc(C)nc(Oc2ccc([N+](=O)[O-])cc2)n1
→ -11 | 87 | -1 | 12 | 86 | 1.1 | 4 | 15 | -4

A few values from above.
Result for O=C(Oc1cccnc1)c1ccc(Cl)cc1 in MEKK2 WT-MEK5: 108
Result for CC(O)c1nc2ccccc2n1CCCc1ccccc1 (stereo not drawn) in CRFR2-BP ag: 2.1
Result for CCOC(=O)C1=C(O)/C(=C\c2ccc(CNS(=O)(=O)c3ccc(Br)cc3)o2)N=C1C in MEKK3 PB1 HTS: 103

Remaining list, next part.
no. | canonical_smiles | MEKK2 mut-MEK5 | MEKK2 WT-MEK5 | SUMO HTRF inh | HCV NS3 hel inh | MEKK3 PB1 HTS | CRFR2-BP ag | DNA FID counter | CRFBP-R2 block | GalR3 antag
31 | Cc1ccc2[nH]c(=O)c(-c3nc4c(C)cccn4c3NCc3ccco3)cc2c1 | 2 | 102 | 21 | -4 | 102 | 1.2 | -4 | 0 | -3
32 | Cc1cc(N(CCO)CCO)nc(-n2nc(C)cc2C)n1 | 5 | 103 | -12 | -2 | 100 | -0.6 | -1 | -5 | 5
33 | COc1ccc(NC(=O)CSc2n[nH]c(N)n2)cc1OC | 3 | 97 | 2 | 0 | 102 | 6.2 | -2 | -1 | -6
34 | COc1ccc(S(=O)(=O)NC2CC3CCC2C3)cc1Br (stereo not drawn) | 12 | 103 | -4 | 1 | 104 | -0.8 | -13 | -2 | -5
35 | CC(Sc1n[nH]c(N)n1)C(=O)Nc1cccc(S(=O)(=O)N2CCOCC2)c1 (stereo not drawn) | 1 | 100 | 9 | -6 | 94 | 0.8 | -3 | 6 | -5
36 | CCOc1ccc(N2C(=O)CC(Sc3nc(C)cc(C)c3C#N)C2=O)cc1 (stereo not drawn) | 3 | 90 | -1 | 6 | 101 | 16 | -19 | -3 | 3
37 | Cc1sc2ncnc(SCC(=O)NC3CCCC3)c2c1C | 2 | 101 | 2 | 9 | 101 | -2.4 | -26 | 7 | -9
38 | CC(C)(C)OC(=O)NNC(=O)c1cccs1 | -12 | 85 | -1 | -15 | 85 | -2.4 | -2 | 24 | -2
39 | COc1cc(NC(C)=O)ccc1-c1cc2ccccc2oc1=O | -12 | 93 | 40 | -3 | 103 | 0.1 | -11 | 0 | -7
40 | CC(Sc1nccn1C)C(=O)c1ccc(Br)cc1 (stereo not drawn) | 0 | 101 | 13 | 6 | 100 | -0.3 | -5 | 8 | -10
41 | CCSc1nnc(NC(=O)CSc2nnc(CNC(=O)c3ccc(OC)c(OC)c3)o2)s1 | -2 | 95 | -13 | 2 | 96 | -1.8 | -12 | 0 | -4
42 | O=C1CCC/C(=N\NC(=O)c2ccc(COc3ccccc3-c3ccccc3)cc2)C1 | -3 | 94 | 11 | 1 | 92 | 0.5 | -18 | 6 | -5
43 | COc1ccc(Nc2nc(N3CCOCC3)nc(N3CCOCC3)n2)c(OC)c1 | 3 | 95 | 4 | -10 | 97 | -0.9 | -13 | 5 | -3
44 | CC1(C)Cc2c(c(-c3ccco3)nc3sc4c(NCCO)ncnc4c23)CO1 | -53 | 102 | 15 | 10 | 105 | 0.1 | -4 | -6 | -2
45 | COc1ccccc1/C=C/C=N/NC(=O)Cc1cccs1 | -1 | 96 | 11 | -8 | 113 | -0.1 | -18 | -1 | -10
46 | Cc1cc(C(C)(C)C)ccc1OCCN1CCCC1 | 1 | 108 | -12 | -9 | 104 | 2.5 | 20 | -2 | -3
47 | Cc1ccc(/C=N/Nc2ccc(F)cc2F)s1 | 5 | 113 | 7 | -4 | 103 | 1.8 | 0 | -9 | -7
48 | CC(=O)c1ccc(NCCC(=O)c2ccccc2)cc1 | -2 | 95 | 20 | -2 | 98 | -3.4 | -2 | 9 | -3
49 | CCOC(=O)C1C(c2ccccc2)C(C(=O)OCC)S(=O)(=O)C(CCN(CC)CC)S1(=O)=O (stereo not drawn) | -3 | 101 | 5 | -8 | 98 | -1.0 | 14 | -8 | -1
50 | Cc1sc2ncn(CC(=O)N3CCCCC3)c(=O)c2c1C | -1 | 100 | 5 | 0 | 98 | 0.3 | 1 | -2 | -1
51 | COc1ccc2cc(CCNC(=O)c3ccco3)c(=O)[nH]c2c1 | 8 | 106 | -1 | 10 | 101 | 0.5 | -22 | 2 | -1
52 | COC(=O)COc1ccc(Cl)cc1C1Nc2ccccc2C(=O)N1c1ccc(OC)cc1 (stereo not drawn) | 2 | 100 | 10 | -9 | 104 | -1.1 | -30 | 23 | -6
53 | CCNC(=O)CN1C(=O)NC(CCc2ccccc2)C1=O (stereo not drawn) | -1 | 102 | 11 | 5 | 105 | 0.0 | 1 | 8 | 3
54 | COc1ccc(-c2nnc(SCC(=O)c3cc(C)n(Cc4cccs4)c3C)o2)cc1 | 3 | 104 | 13 | 1 | 104 | 4.2 | -3 | 19 | -2
55 | Cc1ccc(N=CC2=C(O)CC(C)(C)CC2=O)nc1 | -3 | 103 | 16 | -18 | 101 | 1.0 | -2 | 0 | -3
56 | Cn1cccc1CC(=O)N/N=C\c1c2ccccc2cc2ccccc12 | -9 | 76 | 9 | 26 | 80 | 0.4 | -20 | 9 | 5

Bioassay records from PubChem BioAssay.

Not all compounds are listed; the hit share may differ from the screen's.
